# High-throughput results deposited in PubChem BioAssay by several laboratories.
# Phagocytosis inh = macrophage phagocytosis inhibition. AID 1029. 110,000 compounds, 0.07% hits. J774A.1 macrophage IgG-bead phagocytosis, imaging. inhibition, % at 5 µM;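 active means inhibition above the mean of the plate negative controls plus 5 SD, cut at about 13% in these data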;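 further: phagocytic index as fraction of beads internalized from green versus red external bead signal; plate controls were DMSO negative control for no effect and cytochalasin-D positive control for full effect; some results beyond the cut were filed as inactive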
# PTEN del growth = growth suppressors of cells with PTEN tumor suppressor deletion. HCT116 PTEN-null viability, CellTiter-Glo, 60 h; hits give low values. viability, % at 10 µM. 140,000 compounds, 1.2% hits;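 active means viability at or below a set limit, 4 SD under the median of all tested compounds, cut at about 3.7% in these data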;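 further: PTEN knockout HCT116 line with beta catenin targeted HCT116 as companion control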
# bCat KO growth = beta-catenin-lacking colon tumor cell growth suppression; 140,000 compounds, 1.5% hits; HCT116 beta-catenin knockout viability, CellTiter-Glo, 60 h; hits give low values; viability, % at 10 µM; AID 818;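 active means viability at or under a set limit, the compound median less 4 SD, cut at about 6% in these data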;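 further: 0% = Hyamine 1622 control at 20 µM and 100% = untreated cell control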
# BB579 growth dn = reduces growth of yeast BB579 in restrictive medium; S. cerevisiae BB579 growth, OD615, 48 h; inhibition, % at 10 µM; 140,000 compounds, 0.51% hits;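 active means inhibition above a set limit, 3 SD over the mean compound inhibition, cut at about 44% in these data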; further: inactives centre near -24
#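 Assay system: S. cerevisiae DeaD strain BB579 yeast. Medium: CSMM-D restrictive synthetic medium containing dextrose (glucose). Times: 4 h cell preincubation, 48 h compound exposure, 30 °C humidified. Signal: OD615 turbidity measurement. Benchmarks: positive control amphotericin B 10 µg/mL.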
# GALR2 blocker = GALR2 (human) receptor antagonism. GALR2-expressing cells, antagonist mode. 140,000 compounds, 0.39% hits. AID 828. inhibition, % at 4 µM. O43603; in the data active means inhibition above about 27%;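 further: cells stimulated with galanin 1-16 at roughly its EC80; 0% = agonist challenge control and 100% = basal control without agonist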
# Target sequence (O43603 whole entry, looked up): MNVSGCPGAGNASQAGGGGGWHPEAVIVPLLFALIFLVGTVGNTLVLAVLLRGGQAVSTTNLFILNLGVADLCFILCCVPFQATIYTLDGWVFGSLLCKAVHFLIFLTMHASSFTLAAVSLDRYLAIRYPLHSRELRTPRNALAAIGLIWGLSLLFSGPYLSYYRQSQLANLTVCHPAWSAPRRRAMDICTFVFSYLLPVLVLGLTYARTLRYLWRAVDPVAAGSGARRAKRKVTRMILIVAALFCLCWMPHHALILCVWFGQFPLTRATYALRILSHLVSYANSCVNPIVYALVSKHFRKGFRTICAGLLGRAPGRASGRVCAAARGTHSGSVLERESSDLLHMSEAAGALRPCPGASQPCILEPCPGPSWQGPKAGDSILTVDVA
# Measles CPE = protection of cells from measles virus | AID 841 | protection (pct of control), % at 4 µM | Measles virus-infected cells, CPE protection, absorbance | 140,000 compounds, 1.5% hits; in the data active means protection mostly above about 24%, no sharp cut-off; inactive means mostly below about 26%; further: some compounds called inactive have numbers as strong as hits
# Yeast life ext = extends the lifespan of yeast. S. cerevisiae growth with nicotinamide, OD615; deaD strain in restrictive glucose medium. inhibition of the nicotinamide effect, % at 10 µM. 130,000 compounds, 0.68% hits;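 active means inhibition above a set limit, placed 3 SD over the median of all compounds, cut at about 26% in these data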;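 further: 0% = nicotinamide-treated wells and 100% = cells grown without nicotinamide; some compounds called inactive have numbers as strong as hits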
#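 System: Modified budding yeast, DeaD strain | Buffer or medium: Restrictive glucose medium | Also added: 1.5 mM nicotinamide | Doses: 10 µM single point, 0.25% DMSO | Schedule: 48 h compound exposure at 30 °C, humidified | Detection: Absorbance at 615 nm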
# NPY-Y2 antag = NPY-Y2 (human) receptor antagonism; NPY-Y2 expressing cells, antagonist mode; inhibition, % at 2.7 µM; 140,000 compounds, 0.99% hits; in the data active means inhibition above about 17%;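 further: 0% = vehicle with agonist challenge and 100% = reference antagonist with challenge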
# Target sequence (P49146 whole entry, looked up): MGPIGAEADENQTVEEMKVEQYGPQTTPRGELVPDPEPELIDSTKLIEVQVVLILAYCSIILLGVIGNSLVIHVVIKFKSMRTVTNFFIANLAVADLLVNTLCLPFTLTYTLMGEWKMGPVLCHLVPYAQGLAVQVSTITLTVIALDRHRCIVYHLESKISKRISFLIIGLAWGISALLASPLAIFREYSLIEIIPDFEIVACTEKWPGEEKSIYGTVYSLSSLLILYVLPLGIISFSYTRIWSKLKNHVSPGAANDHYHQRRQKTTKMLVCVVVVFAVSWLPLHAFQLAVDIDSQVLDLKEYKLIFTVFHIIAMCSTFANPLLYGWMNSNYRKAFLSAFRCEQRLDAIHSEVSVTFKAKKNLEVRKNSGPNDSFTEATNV
# E-sel TNF inh = blocks E-selectin expression induced by TNF alpha; HUVEC TNFa-induced E-selectin immunofluorescence, high content; inhibition, % at 2 µM; 120,000 compounds, 0.71% hits; AID 1246;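 active means inhibition above the batch mean plus 3 SD, and confirmed as a hit on visual image review, cut at about 43% in these data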;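 further: 0% = TNF-stimulated DMSO wells and 100% = unstimulated control wells; not every result past the cut was called active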
# MRP-1 activ = activators of MRP-1; H69AR cells + doxorubicin, viability rescue, CellTiter-Glo; viability increase, % at 10 µM; 140,000 compounds, 0.61% hits; AID 799;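 active means viability gain under doxorubicin at or above a set limit, the compound median plus 3 SD, cut at about 4.7% in these data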;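 further: MRP-1 overexpressing cells given doxorubicin 25 µM after compound pretreatment; 18-22 h compound pretreatment then 72 h with doxorubicin before readout; 0% = doxorubicin-only wells and 100% = vehicle-treated cells without doxorubicin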
# An asterisk follows results filed as active; nt = not tested or not shown; & = joins results of further samples.
Structure	Phagocytosis inh	PTEN del growth	bCat KO growth	BB579 growth dn	GALR2 blocker	Measles CPE	Yeast life ext	NPY-Y2 antag	E-sel TNF inh	MRP-1 activ
Cc1nc(NCC2CCCO2)c2nnn(Cc3ccccc3)c2n1 (stereo not given)	-1	103&96	85	-5	8	14	-14	0	2	-0.2
C(#Cc1ccccc1)CN1CCN(c2ccccn2)CC1	0	106	106	-13	3	4	-8	3	nt	-0.1
Cc1ccc(S(=O)(=O)N2CCC(C(=O)Nc3nnc(-c4ccc(F)cc4)s3)CC2)cc1	-10	103	99	-35	5	11	12	2	-1	-2.5
CC(C)NC(=O)NC(=O)COc1cccc2c1OC(C)(C)C2	0	95	99	-16	0	18	-6	0	-29	-1.6
S=c1nc(C2CC2)[nH]c2ccccc12	-1	100	95	-33	-5	9	-13	7	-5	-1.5
CCCC(=O)NCCc1nc2ccccc2n1CCC	-1	113	94	-46	2	5	-1	0	nt	-0.8
Cc1nn(-c2ccccc2)c(N2CCCCC2)c1/C=N/O	nt	98	85	-17	2	54*	-11	1	-28	-0.7
Cc1cc(NC(=O)CCCC(=O)O)nc(C)n1	-3	87	93	-21	-2	20	-5	0	-7	0.1
O=C(c1ccccc1)N1CCN(C(=O)c2ccccc2)CC1	nt	102	92	-25	2	38*	nt	2	16	-1.4
O=C(c1ccc(CN2CCOCC2)cc1)N1CCC(Cc2ccccc2)CC1	-1	97	101	-31	-8	9	-5	4	nt	-0.5
COc1ccc(Br)cc1CNC(C)c1ccccc1 (stereo not given)	-2	74	74	-8	-9	17	4	3	nt	-2.4
O=C1CNC(=O)N1Cc1ccc(Br)cc1	0	94	100	-29	-1	4	3	2	19	1.9
CCCn1c(SCC(=O)Nc2nnc(C)s2)nnc1-c1ccoc1C	0	94	96	-10	1	22	0	0	-2	-0.9
CCc1ccc2c(COC(=O)CNS(=O)(=O)c3ccc(NC(C)=O)cc3)cc(=O)oc2c1	-2	107	97	-18	-6	30	-1	-1	nt	-0.2
Cc1ccc(NC(=O)C(NS(=O)(=O)c2cccc3nsnc23)C(C)C)nc1 (stereo not given)	nt	95	90	-24	-1	0	-10	1	15	0.8
CCOC(=O)C1=C(Cc2ccc(C)cc2)C(=O)c2ccccc2C1=O	0	78	80	-85	16	17	4	5	-20	-1.1
O=C(NC(=S)Nc1ccc2c(c1)OCO2)c1ccc(Cl)cc1	0	64	0.2*	-15	3	6	3	7	nt	-2.9
Cc1c(Cl)c(C(F)(F)F)nn1CC(=O)N1CCSCC1	nt	105	97	-11	-12	25	1	2	-29	-1.6
COc1ccc(C)cc1S(=O)(=O)N(CC(=O)Nc1cccc([N+](=O)[O-])c1)c1ccc(C)cc1	-7	85	79	-2	-2	19	-7	-2	3	-0.5
Cc1c(C(=O)OC(C)CCN(C)C)oc2ccccc12 (stereo not given)	-2	96	90	-24	-3	3	-5	5	-11	-3.5

# (list continues)
Structure	Phagocytosis inh	PTEN del growth	bCat KO growth	BB579 growth dn	GALR2 blocker	Measles CPE	Yeast life ext	NPY-Y2 antag	E-sel TNF inh	MRP-1 activ
c1ccc(CSc2nnc(NC3=NCCCCC3)s2)cc1	0	87	69	-70	-6	9	-12	2	nt	0.3
c1cn(CCCNC2=NCCCCC2)cn1	0	105	110	-27	-1	3	7	2	-23	-1.4
NC(=O)CSc1oc(-c2cccs2)nc1S(=O)(=O)c1ccccc1	-1	89	83	-48	-4	8	10	4	-33	-1.9
O=C(CCCn1c(SCC(=O)NCC2CCCO2)nc2ccccc2c1=O)NCc1ccccc1 (stereo not given)	-1	99	90	-33	-11	2	-2	2	-1	-2.5
Cc1ccc(S(=O)(=O)N2CCC(n3nnc4cc(C)ccc43)CC2)cc1	nt	92	93	-46	5	15	nt	1	-5	-2.2
CCOC(=O)C(CO)(NC(C)=O)C(=O)OCC	0	97	84	-66	6	9	6	11	-48	-1.2
O=C(N/N=C/c1cc([N+](=O)[O-])cc([N+](=O)[O-])c1O)/C(=C\c1cccs1)NC(=O)c1ccccc1	-4	105	94	-10	2	11	-1	0	nt	4.8*
Cc1ccc2[nH]c(=O)c(CN(Cc3nnnn3Cc3ccccc3)C3CCCC3)cc2c1	2	35	46	4	-11	6	-16	3	17	-2.7
N#CCCn1cc(/C=N/NC(=O)c2ccncc2)c(-c2ccccc2)n1	0	97	91	4	4	11	-9	2	-33	-0.9
CC(C(=O)N(C1CC1)C1(C(=O)Nc2ccccc2)CCCC1)N1C(=O)c2ccccc2C1=O (stereo not given)	0	89	84	-74	-6	26	3	2	-23	-0.2
COc1cccc(CC(=O)n2nc(N)c3cc4ccc(OC)cc4nc32)c1	0	79	77	-31	-3	2	-8	0	8	1.4
COc1ccc(Nc2oc(COc3cccc(C)c3)nc2C#N)cc1	0	73	77	-10	7	9	-5	8	-8	-1.5
Cc1ccc(C)c(OCc2nnc(N)s2)c1	1	79	87	-10	4	3	-16	1	41	-2.3
CC(C)NC(=O)NC(=O)COc1ccc(Br)cc1Br	-1	98	89	4	2	4	-8	2	16	1.4
O=C1C2CCC(C(O)C2)N1Cc1ccccc1 (stereo not given)	nt	101	93	-26	5	4	-17	2	8	-3.9
O=C(NCCCN1CCc2ccccc2C1)Nc1ccc(Cl)cc1	-3	79	79	-34	6	3	-19	4	11	-2.5
c1ccc(-c2cnc(-c3cccnc3)o2)cc1	2	102	76	-4	-7	15	-30	5	nt	-4.9
N#Cc1cc2c(=O)n3ccccc3nc2n(CCCn2ccnc2)c1=N	0	66	59	-44	-13	18	-21	1	-22	-3.2
CCOC(=O)CN(C(=O)CSc1nnc2c(n1)[nH]c1c(C)cc(C)cc12)c1ccccc1	-1	105	94	-59	1	29	-8	1	-49	-0.7
COc1ccc(NC(=O)c2ccco2)cc1NC(=O)c1cccnc1	-2	91	100	-9	7	0	-6	1	1	-0.7

# Carrying on.
Structure	Phagocytosis inh	PTEN del growth	bCat KO growth	BB579 growth dn	GALR2 blocker	Measles CPE	Yeast life ext	NPY-Y2 antag	E-sel TNF inh	MRP-1 activ
COCc1c(C(=O)OCC(=O)N2c3ccccc3CC2C)oc2ccccc12 (stereo not given)	0	100	94	-59	14	2	-16	0	1	-0.3
CCCCOC(=O)CSc1nc2c(cc1C#N)C(=O)CC(C)(C)C2	0	92	106	-18	-4	28	22	1	8	-0.9
CN(C)CCCOC(=O)c1ccccc1	0	104	102	8	0	8	-5	0	3	-1.8
COC(=O)CN(c1ccccc1OC)S(=O)(=O)c1ccccc1	-1	97	100	-53	-1	1	-7	4	-23	1.2
O=C(Nc1ccccc1)c1ccc(N2CCN(c3ccccn3)CC2)c(S(=O)(=O)N2CCOCC2)c1	-1	85	73	-18	7	21	-3	-1	5	-0.3
COc1ccc(Nc2cc(C(=O)NCCCN3CCN(C)CC3)c3ccccc3n2)cc1OC	nt	68	67	1	7	9	-22	0	2	-2.0
CC(C)CNC(=O)c1cccc(NC(=O)C2CCCO2)c1 (stereo not given)	2	102	122	0	-1	1	16	1	1	-1.0
Cc1cccc(NC(=O)CCC(=O)NCCO)c1	nt	105	99	-34	-6	12	nt	0	12	1.7
COc1ccc(C(=O)NC2(C(F)(F)F)C(=O)Nc3c2c(=O)[nH]c(=O)n3CCc2ccc(OC)c(OC)c2)cc1 (stereo not given)	nt	110	103	-5	-3	12	4	1	-16	0.1
CCN(CC)c1ccc(N=Cc2ccc([N+](=O)[O-])o2)cc1	-4	1.9*	4.7*	19	-3	21	25	1	nt	-5.2
CCc1cc2cc3c(cc2nc1SCC(=O)Nc1nccs1)OCO3	nt	66	76	-15	-8	13	-11	0	-4	-2.5
CCCc1nc2sc3c(=O)n(N)cnc3c2c2c1CCCC2	nt	85	86	-18	-16	25	-2	5	nt	-3.4
Cc1ccc(C(=O)Nc2ncc3c(n2)CC(c2ccco2)CC3=O)cc1 (stereo not given)	0	95	91	-74	8	7	-8	3	-10	-1.5
COc1ccc(NC(=O)c2ccc(C)cc2Cl)c([N+](=O)[O-])c1	5	93	94	-32	-6	6	-15	3	3	-3.8
Cc1ccc(CC(=O)N2CCOCC2)cc1	-1	99	99	-31	3	20	-4	1	-6	0.7
Cc1cc(C)cc(OCC(=O)NNC(=O)CN2C(=O)c3ccccc3C2=O)c1	-11	95	96	-37	-31	20	-2	3	nt	-2.8
Cc1ccccc1NC(=O)c1nc[nH]c1C(=O)NCc1ccccc1	2	98	96	-38	0	16	-11	3	-6	0.1
CC(C)(C)C(=O)Cn1c(=N)n(Cc2ccccc2Cl)c2ccccc21	0	88	87	-76	6	10	4	7	3	-0.5
Cc1ccc(SCCNC(=O)c2ccc(C)c(S(=O)(=O)Nc3cccc(C)c3)c2)cc1	0	30	40	-7	8	20	0	1	-23	0.6
CS(=O)(=O)N1CCc2cc(S(=O)(=O)N3CCN(Cc4ccc5c(c4)OCO5)CC3)ccc21	-2	74	82	-27	-1	18	-1	3	-26	-2.2

# Later entries
Structure	Phagocytosis inh	PTEN del growth	bCat KO growth	BB579 growth dn	GALR2 blocker	Measles CPE	Yeast life ext	NPY-Y2 antag	E-sel TNF inh	MRP-1 activ
C/C(Cl)=C/CSc1nnc2n(N)c(=O)c3ccccc3n12	nt	101	83	0	6	9	-24	-3	-8	-2.4
Cc1ccc(S(=O)(=O)N(CC(=O)Nc2ccc(Cl)c([N+](=O)[O-])c2)C2CCCCC2)cc1	-1	25	37	-44	0	5	-2	-3	-3	-3.4
Cc1onc(-c2c(Cl)cccc2Cl)c1C(=O)N1CCc2ccccc21	-1	83	83	-35	1	6	-17	3	-5	-2.8
COc1ccc(-c2oc(/N=C/N3CCCC3)c(C#N)c2-c2ccc(OC)cc2)cc1	0	93	98	-39	-19	4	-2	-1	7	0.3
O=C(O)c1ccc2c(=O)n3c(nc2c1)/C(=C/c1cccc(Cl)c1Cl)CCCC3	-13	115	108	-20	-2	25	5	1	6	-1.0
O=C1NC(=Nc2cccc(Cl)c2)SC1Cc1cccc(Cl)c1Cl (stereo not given)	-1	58	81	1	-13	3	-16	-2	-7	2.7
COc1cc2ccccc2cc1C(=O)NC(=S)Nc1nnn(C)n1	-5	102	103	-23	6	20	3	1	-5	2.9
Cc1c(OCC(F)(F)F)ccnc1CSc1nc2ccccc2[nH]1	nt	74	70	-19	6	7	-7	1	36	3.7
O=C(Cn1cnc2ccccc21)Nc1ccc(C(=O)O)cc1	0	98	95	-40	4	1	4	-3	-15	0.2
CCOC(=O)c1ccccc1NC(=O)CSc1nccn1C	nt	85	95	0	-10	14	0	7	12	-3.9
COc1cccc(C(=O)OCC(=O)Nc2cc(C)c(C)cc2[N+](=O)[O-])c1	-3	95	88	-51	-9	9	6	9	nt	-1.4
COc1ccccc1N(CC(=O)Nc1ccccc1C(=O)NC(C)C)S(C)(=O)=O	-1	77	86	2	4	16	-4	-1	nt	-3.4
